Nrf2 ARE act: activates Nrf2 signaling; AREc32 ARE-luciferase reporter (MCF7-derived line), luminescence, 24 h; Potency, µM (series often up to 46.1 µM), for the others: at the highest dose activation, hits mostly activators; 0.31% of 410,000 active; AID 624171; also: potency is read from the fitted curve at half-maximal effect; % of control where 0% means no effect; nearly all actives have a fitted effect of over 65% in size
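Quantitative high-throughput format: AREc32 reporter cells, 1000 per well, received compound by pin transfer and were incubated 24 hr at 37 deg C, 5% CO2, before Steady-Glo luminescence detection.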
Akt phos inh: inhibitors of Akt phosphorylation; Neuro2A IGF-stimulated pAkt S473 HTRF, 20 min; stronger effect = lower value; activity change, % for hits at 50 µM; AID 651550; 0.32% of 360,000 active; in the data active = activity change below about -80%; inconclusive = mostly about -51% to -80%; also: % is scaled to controls: 0 for no effect and ±100 for the full control effect
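Neuro2A cells in DMEM with 0.5% FBS, overnight at 37 deg C, given compound at single 50 µM final, then IGF (6 nM final) for 20 min at 37 deg C. Lysed; phospho-Akt Ser473 by HTRF after 24 h, 665/615 ratio.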
MmCpn inh: inhibitors of Methanococcus maripaludis chaperonin (MmCpn); purified Mm-Cpn ATPase, ADP Transcreener TR-FRET; Potency, µM (series often up to 76.9 µM), without a hit: top-dose activity, negative = inhibition, most hits filed as inhibitors; 0.031% of 330,000 active; AID 504842; also: potency is read from the fitted curve at half-maximal effect; % is scaled to controls: 0 for no effect and ±100 for the full control effect; nearly all actives have a fitted effect of over 80% in size
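ATPase turnover read by TR-FRET ADP competition (Eu cryptate antibody/ADP-d2, 665/590 nm): 10uM ATP final, 25nM Mm-CPN final, 30 min 37degC after 10-min compound preincubation, pH 7.4 Tris/KCl/MgCl2/DTT buffer.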
A549 viability: A549 cytotoxicity, counter-screen for Nrf2 inhibitors. 0.16% of 390,000 active. A549 ARE-Fluc cells, CellTiter-Fluor viability, 18-24 h. Potency, µM (top dose mostly 46 µM), for inactives: at the highest dose activity change, negative = cytotoxicity, usual class: inhibitors; also: potency is read from the fitted curve at half-maximal effect; % is scaled to controls: 0 for no effect and ±100 for the full control effect
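Cytotoxicity counterscreen: CellTiter-Fluor fluorescence was measured in A549 ARE_Fluc cells after 18-24 h of compound exposure in a concentration series. The subsequent BugLite luminescent read reports ARE-luciferase activity.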
Abeta rescue: compounds reversing amyloid beta toxicity in yeast | AID 1347071 | Potency, µM (top dose mostly 46.1 µM), without a hit: at the top dose growth rescue, actives largely listed as activators | yeast expressing A-beta42, growth rescue, OD600, 48 h; response scale: 0% DMSO, 100% iron-clioquinol control | 0.063% of 410,000 active; also: potency is read from the fitted curve at half-maximal effect; nearly all actives have a fitted effect of over 55% in size
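Yeast growth medium received pinned compounds, then yeast cells expressing toxic A-beta were added; plates incubated at 30 C for 48 hr. Growth read as absorbance at 600 nm, normalized to DMSO and equimolar FeCl3 plus clioquinol controls.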
HepG2 tox: counter-screen for TGF-b inhibitors: cytotoxicity in HepG2 cells; HepG2 CAGA-GFP viability, ATP luminescence, 18 h; Potency, µM (top dose mostly 46.1 µM), for inactives: top-dose activity change, negative = cytotoxicity, usual class: cytotoxic; 0.76% of 410,000 active; AID 588856; also: potency is read from the fitted curve at half-maximal effect; some results filed as inactive show a strong effect at the top dose
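HepG2 CAGA-GFP cells (1000/well, DMEM with 1% FBS) received compound, then TGF-beta at 500 pg/mL final, and were incubated 18 hours at 37 degrees C. Viability was read by CellTiter-Glo luminescence. Media-only wells were set as complete cell-killing and DMSO as no toxicity.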
TGFb inhibitor: TGF-b pathway inhibition; HepG2 CAGA-GFP TGF-b/SMAD3 reporter, GFP fluorescence, 18 h; TGF-beta stimulated, 500 pg/mL final; Potency, µM (highest dose often 46.1 µM), inactives show top-dose activity, negative = inhibition, hits mostly inhibitors; 1.2% of 410,000 active; also: potency is read from the fitted curve at half-maximal effect; % is scaled to controls: 0 for no effect and ±100 for the full control effect; nearly all actives have a fitted effect of over 65% in size
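Read-out: total well GFP (ex488/em500-530) summed from mean per-cell fluorescence. Cells: HEPG2 CAGA-GFP, 1% FBS DMEM, 18 h at 37 degrees C with 500 pg/mL final TGF-beta. Unstimulated wells served as the full-inhibition control; stimulated DMSO wells = 0%.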
CCT chaperon mod: cytosolic chaperonin activity modulation | purified chaperonin ATPase assay, HTRF ADP detection, 30 min | activity change, % (concentration not given with the values), hits read low | 0.3% of 360,000 active | AID 651819; in the data active = activity change below about -30%; also: % is scaled to controls: 0 for no effect and ±100 for the full control effect
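We incubate TRiC, 40 or 20 nM final, with library compounds at 76 uM and 10 uM ATP for 30 min at 37 °C. ADP formed is detected with Transcreener HTRF reagents after 30 min at room temperature.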
Nrf2 inh: Nrf2 pathway inhibition; A549 ARE-Fluc reporter, luciferase luminescence, 18-24 h; AID 504444; 2.1% of 360,000 active; Potency, µM (doses to about 46 µM), inactives show at the top dose activity change, negative = inhibition, hits mostly inhibitors; also: potency is read from the fitted curve at half-maximal effect; % is scaled to controls: 0 for no effect and ±100 for the full control effect; nearly all actives have a fitted effect of over 60% in size
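Reporter: ARE-Fluc in A549. Exposure: 18-24 h, 37 °C, 5% CO2, 5% FBS OPTI-MEM. Readouts: fluorescent cytotoxicity (CellTiter-Fluor), then luminescent Nrf2 signal after BugLite.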
Starred values were filed as active, the others as inactive; i = inactive; ? = inconclusive; nt = not tested or not shown; & = joins results of further samples; [ ] = remark or other dose. Unless noted, calls follow the shape of the dose curve; as a rule, active = well fitted curve in the direction sought with a large enough effect; inconclusive = small, poorly fitted or top-dose-only effect, or another doubt; inactive = no such curve, though single readings can be large; an effect the other way counts as inactive or inconclusive.

Field names: A = Nrf2 ARE act; B = Akt phos inh; C = MmCpn inh; D = A549 viability; E = Abeta rescue; F = HepG2 tox; G = TGFb inhibitor; H = CCT chaperon mod; I = Nrf2 inh
C[C@H](CO)N1C[C@H](C)[C@@H](CN(C)C(=O)c2ccncc2)OCc2cnnn2CCCC1=O
  A: -0.6%	B: i	C: nt	D: nt	E: -8%	F: -1%	G: -8%	H: -1.8	I: nt
Cc1cc(C)c(S(=O)(=O)N2CCCC2CNC(=O)c2ccc3c(c2)OCO3)c(C)c1 (stereo unspecified)
  A: 0.8%	B: i	C: -2%	D: -11%	E: -17%	F: -10%	G: 2%	H: -0.4	I: -22%
CCN(CCO)C(=O)C12CCC(C)(C(=O)C1)C2(C)C (stereo unspecified)
  A: -0.2%	B: i	C: nt	D: -7%	E: 6%	F: 35%	G: 1%	H: -3.7	I: 6%
COc1cccc(OC)c1CN(C)C(=O)c1cnccc1C(F)(F)F
  A: -0.1%	B: i	C: -2%	D: 1%	E: -1%	F: -19%	G: -18%	H: -3.4	I: 3%
COc1cccc(N2CC(C)Cn3c2nc2c3c(=O)[nH]c(=O)n2C)c1 (stereo unspecified)
  A: 3.2%	B: i	C: -1%	D: 0%	E: -7%	F: -5%	G: 0%	H: 1.0	I: -18%
CCOc1ccc(NC(=S)NC(=O)/C=C/c2ccc(OC)c(OC)c2)c([N+](=O)[O-])c1
  A: -0.9%	B: i	C: 1%	D: ?	E: 7%	F: 0%	G: 2%	H: -0.1	I: 21µM*
CCN(C(=O)c1cc(S(=O)(=O)N2CCCCC2)c[nH]1)c1ccc(OC)cc1
  A: -1.5%&-0.7%	B: i	C: -10%	D: -2%&0%	E: -26%&-8%	F: 8%&-5%	G: 0%&-7%	H: -0.8	I: ?
Cc1ccc(S(=O)(=O)Nc2cc(C(=O)NCCN3CCCC3)ccc2N2CCCCC2)cc1
  A: 2.4%	B: nt	C: -4%	D: -12%	E: 16%	F: -28%	G: 29%	H: -0.7	I: 4%
CCOC(=O)N1CCN(CC(O)COC(CC)c2ccccc2)CC1 (stereo unspecified)
  A: 0.2%	B: i	C: -1%	D: 0%	E: -4%	F: 2%	G: -9%	H: -1.5	I: nt
CC(C)(C)C(=O)NCC(c1ccc2c(c1)OCO2)N1CCOCC1 (stereo unspecified)
  A: -0.4%	B: nt	C: nt	D: 2%	E: -6%	F: 8%	G: 2%	H: nt	I: nt
CCN(CC)c1cc(C)nc2nc(-c3ccc(C)cc3)nn12
  A: 0.3%	B: nt	C: nt	D: -4%	E: -33%[inhibitor]	F: -16%	G: -13%	H: nt	I: -10%
S=C(N/N=C/c1ccccc1Cl)Nc1cccc(Cl)c1Cl
  A: 2.4%	B: i	C: 2%	D: 6%	E: ?	F: -23%	G: -14%	H: -2.6	I: ?
C=CCNC(=O)c1ccc2c(c1)nnn2C
  A: -0.3%	B: i	C: -2%	D: 0%	E: -3%	F: -27%	G: -18%	H: -0.4	I: 8%
Cc1cc(N/C(=N/S(=O)(=O)c2cc(F)ccc2F)c2ccccc2)n(-c2ccccc2)n1
  A: 4.3%	B: i	C: 1%	D: -4%	E: -4%	F: -15%	G: -25%	H: -0.7	I: -27%
COc1ccccc1N1CSC2=C(C#N)C(c3ccc(SC)cc3)CC(=O)N2C1 (stereo unspecified)
  A: 0.0%	B: i	C: -3%	D: 5%	E: 3%	F: -34%	G: -9%	H: -0.5	I: -5%

The list continues.
Field names: A = Nrf2 ARE act; B = Akt phos inh; C = MmCpn inh; D = A549 viability; E = Abeta rescue; F = HepG2 tox; G = TGFb inhibitor; H = CCT chaperon mod; I = Nrf2 inh
CCCc1cc(C(=O)Nc2cc(Br)ccc2O)no1
  A: ?	B: i	C: -1%	D: 1%	E: 2%	F: -61%	G: -14%	H: -2.0	I: 1%
CC1Cc2cc(/C(O)=C3/C(=O)C(=O)N(Cc4ccncc4)C3c3ccc(N(C)C)cc3)ccc2O1 (stereo unspecified)
  A: 0.4%	B: i	C: -1%	D: -5%	E: 7%	F: 23%	G: 15%	H: 1.0	I: -6%
COc1cc(OC)c(-c2nc3ccccc3s2)cc1OC
  A: ?	B: i	C: -7%	D: 1%	E: -30%	F: -36%	G: ?	H: -2.0	I: ?
c1ccc(-c2cc3nc(NCc4cccs4)nc(NCc4ccc5occc5c4)c3s2)cc1
  A: 2.8%	B: i	C: nt	D: nt	E: -14%	F: -28%	G: 35%[activator]	H: 1.1	I: nt
CCc1ccc(C(=O)NCC2(c3ccccc3)CCOCC2)o1
  A: -0.1%	B: i	C: nt	D: -6%	E: -1%	F: -13%	G: -5%	H: -2.4	I: ?
O=C1c2cccc3c(N4CCCCC4)ccc(c23)C(=O)N1c1ccccn1
  A: 0.6%	B: i	C: 1%	D: -2%	E: 1%	F: 4%	G: 76%[activator]	H: -0.5	I: 9%
Cc1ccc(Cl)cc1NC(=O)/C(C#N)=C/c1c(C)n(Cc2ccccc2)c2ccccc12
  A: -0.4%	B: nt	C: nt	D: 3%	E: -9%	F: -35%	G: -25%	H: nt	I: -10%
CCOCCCN(C)C1CCN(C(=O)c2oc3ccccc3c2NC(=O)COc2ccc(F)cc2)CC1
  A: -0.3%	B: i	C: -6%	D: 6%	E: 6%	F: -9%	G: -5%	H: 0.1	I: 16%
Cc1ccc(C2(c3ccccc3)NC(=O)N(CC(=O)NC3(C#N)CCCC3)C2=O)cc1C (stereo unspecified)
  A: -0.4%	B: i	C: 1%	D: 2%	E: -6%	F: -5%	G: -25%	H: 2.0	I: -12%
CCOc1ccc(C2=NC(c3cccs3)=Nc3ccc(CC)cc3N2)cc1OCC
  A: 6.1%	B: nt	C: nt	D: -9%	E: 17%	F: -1%	G: 1%	H: nt	I: ?
CCN(c1ccccc1)S(=O)(=O)c1ccc(C(=O)NCc2ccco2)cc1
  A: -0.6%	B: i	C: -1%	D: -7%	E: -1%	F: -18%	G: -11%	H: -2.8	I: -8%
COc1ccccc1CN1CCNC(=O)C1CC(=O)NCCc1cnccn1 (stereo unspecified)
  A: -0.1%	B: i	C: -1%	D: 4%	E: -14%	F: -3%	G: 3%	H: -0.4	I: 1%
CCOc1ccccc1N1CCN(C(=O)c2c(C)noc2C)CC1
  A: -0.5%	B: i	C: 0%	D: -1%	E: -3%	F: 7%	G: 33%	H: -1.2	I: nt
COC(=O)Sc1nc(N2CCOCC2)c2c(c1C#N)CC(C)(C)OC2
  A: 0.1%	B: i	C: 0%	D: 11%	E: 8%	F: -1%	G: -22%	H: -3.2	I: -5%
COc1ccc(-c2nc3n(c(=O)c2C#N)CCS3)cc1
  A: 0.4%	B: i	C: -26%	D: 2%	E: -18%	F: -40%	G: -3%	H: -0.4	I: 0%

(more compounds)
Field names: A = Nrf2 ARE act; B = Akt phos inh; C = MmCpn inh; D = A549 viability; E = Abeta rescue; F = HepG2 tox; G = TGFb inhibitor; H = CCT chaperon mod; I = Nrf2 inh
COC(=O)C(Cc1ccccc1)NC(=O)c1ccc(NS(=O)(=O)c2ccc3[nH]c(=O)[nH]c3c2)cc1 (stereo unspecified)
  A: -0.2%	B: i	C: 1%	D: -4%	E: 3%	F: 3%	G: 0%	H: -3.2	I: -7%
Cn1c(=O)c2cn(-c3ccccc3)cc2n(C)c1=O
  A: 28%	B: i	C: 1%	D: 1%	E: -24%	F: -2%	G: 1%	H: -0.2	I: -1%
CCOC(=O)c1c(-c2ccc(C)o2)csc1NC(=O)CN(C)CC(=O)Nc1ccc(C)cc1
  A: -1.1%	B: i	C: -2%	D: -27%	E: -14%	F: -53%	G: -6%	H: -1.7	I: 16µM*
Cc1nc2c(C(=O)NCCc3ccccc3Cl)c[nH]n2c(=O)c1Cl
  A: 1.3%	B: i	C: -2%	D: -10%	E: 8%	F: -27%	G: -22%	H: 3.1	I: -9%
COc1ccc(NC(=O)C2CCCN2C(=O)Nc2cccc(F)c2)cc1 (stereo unspecified)
  A: -0.2%	B: i	C: -2%	D: -9%	E: -1%	F: -10%	G: -11%	H: -3.1	I: -16%
CN1C(=O)SC(Nc2cccc3ccccc23)C1=O (stereo unspecified)
  A: 4.1%	B: i	C: -1%	D: -21%	E: 9%	F: -8%	G: -20%	H: -3.5	I: 5%
COc1ccc(Cn2c(=O)[nH]c3cc(C(=O)NCCC(C)C)ccc3c2=O)cc1
  A: 0.2%	B: nt	C: nt	D: -1%	E: -11%	F: -2%	G: 1%	H: nt	I: 3%[9.27 µM]
Cc1cccc(CNc2ncnc3[nH]ncc23)c1
  A: 4.0%	B: i	C: nt	D: 0%	E: -16%	F: -3%	G: -10%	H: -0.1	I: ?
O=C(NCC1CCCO1)C1CCC(=O)N1Cc1ccccc1Cl (stereo unspecified)
  A: 2.8%	B: i	C: 1%	D: 2%	E: -1%	F: -45%	G: -3%	H: -9.2	I: 7%
Cc1ccccc1CN1C(=O)c2ccccc2S(=O)c2ccc(C(=O)NCc3ccc4c(c3)OCO4)cc21 (stereo unspecified)
  A: -0.6%	B: nt	C: nt	D: -5%	E: 7%	F: -18%	G: 0%	H: nt	I: -3%

Full records, quoted from the list:
Results for `Cc1ccccc1CN1C(=O)c2ccccc2S(=O)c2ccc(C(=O)NCc3ccc4c(c3)OCO4)cc21` (stereo unspecified) : Nrf2 ARE act: -0.6%; Akt phos inh: nt; MmCpn inh: nt; A549 viability: -5%; Abeta rescue: 7%; HepG2 tox: -18%; TGFb inhibitor: 0%; CCT chaperon mod: nt; Nrf2 inh: -3%
Results for `Cc1cccc(CNc2ncnc3[nH]ncc23)c1` : Nrf2 ARE act: 4.0%; Akt phos inh: i; MmCpn inh: nt; A549 viability: 0%; Abeta rescue: -16%; HepG2 tox: -3%; TGFb inhibitor: -10%; CCT chaperon mod: -0.1; Nrf2 inh: ?
